# Compound activity (PubChem)
# HTR2A ag = mouse HTR2A agonism via beta-arrestin recruitment; P35363; CHO-K1 mHTR2A beta-arrestin complementation, luminescence; percent of 30 µM serotonin response; activation, % at 7.6 µM; 0.66% of 360,000 active; AID 624169;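 active = activation above a run cutoff, the mean activation of all tested compounds plus 3 SD, cut at about 14% in these data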;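 also: 0% = plate median of compound wells and 100% = 30 µM serotonin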
# Granule exo inh = blocks lytic granule exocytosis. AID 651702. 0.66% of 360,000 active. TALL-104 LAMP-1 surface exposure, flow cytometry; cells stimulated with thapsigargin and PMA. inhibition, % at 10 µM;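 active = inhibition above about 55%, limit read from the data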
# CaV13 FRET inh = Primary screen for inhibitors of IQ motif and Ca2+-dependent inactivation inhibitor domain binding in CACNA1D, Förster resonance energy transfer in living cells, …; 0.098% of 340,000 active; inhibition, % at 12.3 µM; HEK cells, CFP/YFP FRET ICDI-IQ, plate reader, 10 min; percent FRET-ratio fall versus neutral wells;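 active = mean replicate inhibition of at least 30% and at least 1% of replicates passing that level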;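 also: 0% = median of the neutral control wells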
# PDI inh = blocks human protein disulfide isomerase activity; 0.052% of 350,000 active; AID 588391; PDI insulin aggregation turbidity, A650, 90 min; inhibition, % at 10 µM; P07237;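 active = mean inhibition across replicates of 30% or more, whatever share of single replicates reach that level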;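 also: absorbance from insulin aggregation driven by PDI reduction with DTT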
# Vif inh = inhibitors of HIV Vif. inhibition, % at 7.49 µM. HEK293T cells, Vif self-association by quenched fluorescence, imaging, 24 h. 0.35% of 340,000 active. AID 602346; in the data active = inhibition above about 50%, passing the limit was not always enough; also: some results filed as inactive read as strong as hits
# Glyco luc inh = N-linked glycosylation inhibition | D54 ERlucT glycosylation luciferase reporter, 24 h; percent of 100 nM tunicamycin response | reporter increase, % at 12.5 µM | 0.23% of 360,000 active;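 active = mean luciferase reporter signal, scaled so untreated is 0 and the glycosylation-blocking control 100, at or above a set limit in every replicate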;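 also: luciferase carries N-glycosylation sites so blocking glycosylation raises the light; 0% = median of neutral control wells and 100% = median of 100 nM tunicamycin wells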
# aDG glyco up = increases alpha dystroglycan glycosylation | Pro5-aDG cells, alpha-DG glycosylation AlphaScreen (IIH6); 0% Pro5, 100% B10-LARGE cell signal | activation, % at 10 µM | 0.22% of 360,000 active | AID 624168;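 active = activation of at least 8% versus controls, or a plate z-score of at least 8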;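 also: Pro5 are CHO cells carrying HIG-tagged alpha-DG that lacks glycosylation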
# ABCB6 inh MLPCN = blocks the human ABCB6 transporter | Q9NP58 | AID 602162 | 0.19% of 360,000 active | K562-ABCB6 porphyrin accumulation, flow cytometry, 1 h; stronger effect = lower value | fluorescence ratio to DMSO, % at 10 µM;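 active = fluorescence ratio to DMSO below 75%, the collection mean minus 3 SD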;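 also: signal is porphyrin accumulated inside mitochondria; 100% equals median channel fluorescence of DMSO control wells; lower ratio means ABCB6 inhibition with less porphyrin fluorescence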
# Target sequence (Q9NP58 whole entry, looked up): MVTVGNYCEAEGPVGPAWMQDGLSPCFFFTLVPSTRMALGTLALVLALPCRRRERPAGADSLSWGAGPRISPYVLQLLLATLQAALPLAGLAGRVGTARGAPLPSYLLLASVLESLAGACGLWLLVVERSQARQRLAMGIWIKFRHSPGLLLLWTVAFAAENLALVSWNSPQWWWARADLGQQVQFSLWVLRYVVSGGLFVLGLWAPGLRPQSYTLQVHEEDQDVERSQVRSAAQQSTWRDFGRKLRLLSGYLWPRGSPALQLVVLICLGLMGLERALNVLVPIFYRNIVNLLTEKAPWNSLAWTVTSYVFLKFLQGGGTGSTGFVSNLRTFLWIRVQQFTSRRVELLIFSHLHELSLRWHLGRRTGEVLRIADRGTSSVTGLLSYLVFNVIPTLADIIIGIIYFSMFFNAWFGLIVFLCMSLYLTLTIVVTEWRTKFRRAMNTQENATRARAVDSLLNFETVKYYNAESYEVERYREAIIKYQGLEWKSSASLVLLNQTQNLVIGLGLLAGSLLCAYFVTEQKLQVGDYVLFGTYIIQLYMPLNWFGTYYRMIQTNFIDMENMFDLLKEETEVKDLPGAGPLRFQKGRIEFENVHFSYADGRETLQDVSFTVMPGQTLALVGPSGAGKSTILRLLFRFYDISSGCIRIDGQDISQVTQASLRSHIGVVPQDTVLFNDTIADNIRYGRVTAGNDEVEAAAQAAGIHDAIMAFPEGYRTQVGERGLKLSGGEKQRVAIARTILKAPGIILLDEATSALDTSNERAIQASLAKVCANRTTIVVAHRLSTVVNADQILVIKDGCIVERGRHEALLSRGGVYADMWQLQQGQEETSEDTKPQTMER
# iPSC survival up = increases survival of single human iPS cells; hiPSC single-cell survival, ATPlite luminescence; 100% = ROCK inhibitor wells, 0% = DMSO; survival enhancement, % at 20 µM; 0.044% of 360,000 active; AID 602274; in the data active = survival enhancement above about 18%;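 also: cells exposed to compounds for 16 hours before the ATP read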
# Cardio protect = modulators protecting cardiomyocytes from myocardial damage; H9c2 cardiomyocytes, H2O2 injury protection, ATPLite, 2 h; protection from H2O2 cell death, % at 20 µM; 0.63% of 360,000 active; AID 588492;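 active = compounds giving at least 50% protection of heart cells from peroxide-induced death in the single-dose screen, raw or plate-pattern-corrected value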;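 also: 0% = DMSO wells with peroxide and 100% = DMSO wells without peroxide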
# Starred values were filed as active, the others as inactive; / = not tested or not shown.
compound	PDI inh	Vif inh	Granule exo inh	CaV13 FRET inh	iPSC survival up	Cardio protect	aDG glyco up	Glyco luc inh	ABCB6 inh MLPCN	HTR2A ag
CCC(C)NCC(=O)Nc1cc(S(=O)(=O)N(CC)c2ccccc2)ccc1Cl (configuration not stated)	-10	-15	-3	-16	0.2	-8	0.9	-6	102	-4
CCCOC(=O)Nc1cc(OC)c(Cl)cc1OC	2	14	0	-5	0.7	2	0.1	-1	86	-1
CCOc1ccc(NC(=O)N[C@@H](CCSC)C(=O)OC)cc1	1	2	-1	-9	-2.6	-2	0.3	-1	100	6
Cc1cccc(/C=N/NC(=O)NC2CCCCC2)c1	-7	-14	-2	-4	1.7	-4	-0.1	2	106	0
NC(=S)N/N=C/c1ccc(-c2ccc([N+](=O)[O-])cc2)o1	17	7	29	-213	-1.4	5	0.0	1	113	-4
CCNC(=S)N/N=C(\C)c1ccc(N2CCOCC2)cc1	-6	5	9	-5	-2.1	1	4.3	1	98	-2
C[C@@H]1CN([C@@H](C)CO)C(=O)c2cc(NS(=O)(=O)c3ccc(Cl)cc3)ccc2O[C@H]1CN(C)Cc1ccncc1	8	-3	-1	-8	-2.0	1	0.1	4	99	4
c1ccc(CN2CCN(Cc3cn4cccnc4n3)CC2)cc1	5	0	-1	-4	-0.7	3	-0.3	2	101	0
CC1=CC(c2ccccc2)=Nc2ccc(C)cc2N1	-8	2	-2	-4	-2.9	-26	0.1	-14	110	1
Cc1cc(=O)[nH]c(Nc2ccc(Cl)cc2)n1	-1	-2	-3	-7	0.3	-1	0.6	1	100	-7
CCOc1ccc(-c2nnc3n2N=C(c2ccc(OC)cc2)CS3)cc1	11	50*	-2	-5	2.0	-6	0.0	3	95	1
CC1CCCCC1n1c(=S)[nH]c2ccccc2c1=O (configuration not stated)	1	-7	-3	-7	0.0	-7	-0.2	1	100	-12
COc1ccc(NC(=O)CCOc2ccc(C)cc2)cc1S(=O)(=O)N1CCCCC1	-1	1	0	-6	0.6	-5	0.0	-5	98	-7
COc1ccc(N2C(=O)CC(C#N)=C2N)cc1	0	-3	8	-5	0.3	-4	0.2	0	87	-2
CC(C)=NNc1ncnc2nc[nH]c12	3	12	32	-16	-0.8	-2	0.1	1	88	-5
Cc1ccc(NC(=O)CSc2nnc(Cc3cccn3C)n2-c2ccc(F)cc2)cc1	/	1	-2	-2	1.8	-6	0.0	-1	105	3
Clc1ccc(C2NCCc3sccc32)cc1 (configuration not stated)	-38	-1	-1	-5	2.5	9	0.0	-4	90	-6
CC(=O)c1ccc(S(=O)(=O)N(C)CC(=O)NCc2ccco2)cc1	4	7	3	-15	-0.4	2	0.4	-1	102	4
O=C(C1CCN(S(=O)(=O)c2ccccc2)CC1)N1CCN(c2ccccc2F)CC1	-1	7	0	-5	-0.3	2	0.0	-2	99	-1
O=c1ncn(-c2ccc(F)cc2)c2ncccc12	-6	-7	5	-9	1.4	3	5.6	0	94	1
CCOc1ccc(-c2nc(C)c(C(C)=O)n2O)cc1	-2	0	-1	-7	-3.5	-11	0.0	0	106	1
CCN(Cc1ccccc1)S(=O)(=O)c1c(C)n(C)c(=O)n(C)c1=O	2	-5	16	-3	-0.1	-3	0.1	-2	97	-6
CC(C)c1ccc(OCc2nc(-c3ccccn3)no2)c(Br)c1	-42	/	8	-4	-0.4	-19	0.3	-9	93	5
COc1cc(/C=C2/SC(=S)N(CCC(=O)N3CCN(C)CC3)C2=O)cc(OC)c1OC	10	11	2	-5	-2.3	5	0.9	5	103	0
Cc1ccc(NC(=O)c2ccc(Cl)c(N3C(=O)C=CC3=O)c2)cc1	-1	7	40	/	-3.1	-36	-0.8	-1	100	-3
CCOC(=O)C1=C(C)Nc2nc(C)nn2C1c1ccc(OCC)c(OC)c1 (configuration not stated)	/	-1	-2	-4	-1.3	-3	0.1	3	106	0
COCC(=O)N/N=C(\C)CC(=O)NCc1ccco1	1	5	-1	-6	-1.6	7	-0.4	-1	101	0
N#Cc1c(-c2ccccc2)nc(SCc2ccc(Cl)cc2)[nH]c1=O	3	-2	31	-5	0.2	-2	-0.1	2	97	2
COc1ccc(NC(=O)c2oc3ccccc3c2CSC)cn1	2	5	19	-21	-0.4	3	0.2	-3	96	-5
CC1(C(=O)NCC2CC2)C=CC2(CCCCC2)N1C(=O)c1ccccc1 (configuration not stated)	14	5	26	/	-0.1	8	0.1	0	97	-1
CCOc1ccc(Cl)cc1S(=O)(=O)N1CCC(C(=O)N2CCCC2)CC1	0	2	-2	-3	0.0	0	0.3	0	95	-2
Cn1c(=N)c(S(=O)(=O)c2ccc(F)cc2)cc2c(=O)n3ccccc3nc21	-5	/	2	1	-2.3	10	0.4	2	98	-2
Cc1ccc(NC(=O)c2ccccc2Br)cc1S(=O)(=O)N(C)C	6	5	0	-3	4.3	-1	-0.4	2	101	0
O=C(CNc1ccc2ccccc2c1)N/N=C/c1ccc(OC(=O)/C=C/c2ccco2)cc1	4	-2	1	-2	-2.8	-6	1.0	5	84	0
CC(C)(C)OC(=O)C[C@H]1C/C=C\C[C@H](CC(=O)N(CCO)Cc2ccccc2)C(=O)N[C@@H](c2ccccc2)COC1=O	-2	-8	18	-6	-0.6	23	-0.3	1	94	4
NS(=O)(=O)c1ccc(CNC(=O)CNC(=O)c2ccc(Br)o2)cc1	3	3	-4	-8	-0.5	-4	0.1	2	98	0
O=C(CCCN1C(=O)/C(=C/c2cccc(Br)c2)SC1=S)N1CCOCC1	1	-4	10	-2	-0.3	-11	0.3	9	99	-1
O=C1CCc2cc(S(=O)(=O)N3CCN(c4cccc(C(F)(F)F)c4)CC3)ccc2N1	-4	-10	1	-4	-1.6	-2	0.5	0	103	-2
CC1CCCC(C)N1/N=C/c1ccc(C#N)cc1 (configuration not stated)	12	2	-4	-4	-1.4	-4	-0.3	0	99	3
O=C(O)c1ccc(N/N=C2/CCSc3ccc(F)cc32)cc1	5	11	14	-7	0.2	0	-0.2	1	98	0
COC(=O)CSc1nc2ccccc2c(=O)n1C	-3	-4	5	-3	-1.7	4	-0.3	1	95	3
CC(C)[C@H](NC(=O)N1CC(=O)Nc2ccccc21)C(=O)N1CCC(C(=O)O)CC1	0	5	-6	-7	0.4	-3	-0.2	2	101	-7
CCOc1ccc(C(O)(CCC(C)C)C(CN2CCOCC2)c2ccccc2)cc1 (configuration not stated)	2	-10	7	-3	-0.7	-8	0.2	-11	95	-1
CC(=O)N(Cc1ccccc1)c1ccc(C(=O)O)cc1	-1	10	2	-4	1.1	-3	-0.1	1	92	4
Cc1ccc(CNC(=O)CCc2c(C)nn(-c3ccc(N4CCOCC4)nn3)c2C)cc1	12	-7	1	-3	-0.5	1	0.0	-1	94	-5
Cc1ccc(S(=O)(=O)NC(C(=O)N2CCN(S(=O)(=O)c3cccc(F)c3)CC2)C(C)C)cc1 (configuration not stated)	0	-5	-8	-4	-0.4	2	-0.2	-1	108	-11
CCOC(=O)N1CCN(C(=O)C(CC(C)C)NS(=O)(=O)c2ccc(C)cc2)CC1 (configuration not stated)	10	3	4	-2	0.7	10	-0.2	1	99	6
NS(=O)(=O)c1ccc(CCNC(=O)c2ccc3ccccc3n2)cc1	7	6	0	-4	-0.2	-3	-0.2	2	95	1
O=S(=O)(c1ccccc1)N1CCC(c2ccccc2)CC1	-7	5	1	-10	-1.1	2	0.1	-2	96	-7
Cn1c(-c2ccccc2F)cc2onc(-c3ccccc3)c2c1=O	11	-4	-2	-11	-3.5	-14	0.0	-20	94	0
Cc1ccc(-n2nc(C)c3c2OC(N)=C(C#N)C3c2ccc(C)o2)cc1 (configuration not stated)	10	8	0	-7	3.1	-7	-0.1	0	95	-5
COCC(=O)Nc1c(C(=O)Nc2ccc3c(c2)OCO3)oc2ccccc12	6	35	0	-14	-0.6	5	-0.2	-1	103	-2
CC1(Cc2ccc(F)cc2)C(=O)Nc2ccc(S(=O)(=O)NC3CCCCC3)cc21 (configuration not stated)	9	-12	0	-9	-1.6	-7	-0.5	-2	101	-5
O=[N+]([O-])c1ccc(-c2nc(NCc3ccccc3)c3ccccc3n2)cc1	5	-1	-9	-9	-0.6	-8	-0.5	-2	95	0
CC1CCc2c(sc(NC(=O)Cn3nc(C(=O)O)c4ccccc4c3=O)c2C#N)C1 (configuration not stated)	0	3	-7	-3	-0.6	4	-0.2	1	99	6
NC(=O)c1ccc(NC(=O)Cc2ccc(S(=O)(=O)N3CCCCC3)cc2)cc1	-27	-2	1	-2	-0.1	-7	-0.1	3	100	4
Cc1cc[n+](-c2[nH]c(=O)sc2/C=N/N=C(\[O-])c2ccncc2)cc1C	-7	6	3	-2	1.6	3	0.1	2	96	5
CCOC(=O)c1cc(C)sc1/N=C/C1C(=O)CCCC1=O	-7	2	4	-2	-2.0	0	-0.1	3	92	1
Cc1occc1C(=O)N1CCN(c2ccccc2)CC1	1	0	0	-4	0.2	-1	0.0	1	99	0
COc1ccnc(NCc2ccc(Cl)cc2)c1C#N	2	2	-7	-11	-1.8	-3	-0.2	-1	106	-2

# (cont.)
compound	PDI inh	Vif inh	Granule exo inh	CaV13 FRET inh	iPSC survival up	Cardio protect	aDG glyco up	Glyco luc inh	ABCB6 inh MLPCN	HTR2A ag
CCOC(=O)C1CCN(C(=O)Nc2ccc3nc(-c4ccco4)c(-c4ccco4)nc3c2)CC1	16	-10	-1	/	2.2	2	0.0	0	107	5
Cc1ccc2c(CC(=O)N3CCN(S(=O)(=O)c4cccs4)CC3)coc2c1	13	17	2	-2	-1.9	0	0.2	-3	98	0
CCC(=O)N1c2ccc(S(=O)(=O)N3CCCCC3)cc2CC1C (configuration not stated)	0	-6	0	-14	-0.6	-1	-0.1	-1	112	-1
Cn1c(NC(=O)C2CC2)cc(=O)n(C)c1=O	-9	18	-4	-5	-0.8	1	-0.2	3	98	2
O=C1CC(N2CCN(c3ccc(Cl)c(Cl)c3)CC2)C(=O)N1 (configuration not stated)	-5	-3	0	-4	-0.8	7	-0.1	1	99	19*
COC(=O)c1c(C)[nH]c(C(=O)COC(=O)c2c(C)noc2C)c1C	-6	30	-1	-4	-0.4	1	0.1	4	94	-4
CCOCC(=O)Nc1c(C(=O)N2CCN(c3ncccn3)CC2)oc2ccccc12	14	-5	-6	-6	-0.3	8	0.1	0	100	2
O=C(Nc1ccccc1)NC1(C(=O)N2CCC(O)CC2)CCCCC1	-11	0	-6	-3	0.3	-1	0.1	-1	95	-5
Cc1cc(C)n(-c2nc(NCCC(C)C)c3c4c(sc3n2)COC(C)(C)C4)n1	4	3	-1	-8	-0.8	-13	4.8*	-12	107	-2
CCN(CC)S(=O)(=O)c1ccc(NC(=O)c2ccc(Cl)nc2)cc1	-4	2	1	-3	0.5	-7	0.1	0	92	-3
NC(=O)CSc1nc2c(sc(=S)n2-c2ccccc2)c(=O)[nH]1	0	19	-4	-20	0.0	4	-0.1	2	97	-2
